From PubChem
NOD2-RIPK2 inh – NOD2-RIPK2 protein interaction inhibition; 0.38% of 360,000 active; inhibition, % at 4.98 µM; O43353; AID 624267; CHO BLA complementation NOD2-RIPK2, CCF4 ratio; in the data active = inhibition above about 21%;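 note: 0% = vehicle only and 100% = reference blocker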
TLR9-MyD88 block – TLR9-MyD88 interaction inhibition; CHO BLA complementation TLR9-MyD88, CCF4 FRET ratio; inhibition, % at 4.98 µM; 0.21% of 340,000 active; Q9NR96+Q99836;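 active = inhibition above the mean over all tested compounds plus 3 SD, cut at about 21% in these data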;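 note: 0% = DMSO only wells and 100% = clavulanate BLA inhibitor control wells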
NCOA1 inh – inhibits human SRC1 coactivator. Q15788. HEK293 GAL4-SRC1 luciferase reporter, luminescence. inhibition, % at 3.6 µM. 0.12% of 360,000 active;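 active = inhibition above the campaign mean plus 3 SD, with each screening campaign given its own cutoff, cut at about 60% in these data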;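 note: 0% = DMSO treated cells and 100% = gossypol at 36 µM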
SRC2 inh – human SRC2 (NCOA2) inhibition | HEK293 GAL4-SRC2 luciferase reporter, luminescence | inhibition, % at 9 µM | 0.17% of 370,000 active | Q15596;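 active = inhibition above the mean inhibition of all tested compounds plus 3 SD, set per campaign, cut at about 52% in these data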;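 note: 0% = DMSO treated cells and 100% = cells given Gossypol at 36 µM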
COUP-TFII inh – NR2F2 (human) inhibition, primary screen. inhibition, % at 8.6 µM. HEK293T NGFI-A luciferase reporter, luminescence. P24468. 0.7% of 370,000 active;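 active = inhibition above a per-plate cutoff, mean inhibition of test wells between control levels plus 3 SD, cut at about 38% in these data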;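 note: cells cotransfected with COUP-TFII expression vector driving the NGFI-A reporter; 0% = median of COUP-TF2 test wells and 100% = reporter-only cells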
TWEAK Fn14 block – inhibitors of TWEAK-Fn14 interaction signaling | inhibition, % at 10 µM | 2% of 360,000 active | AID 1159606 | TWEAK-stimulated Fn14 reporter cells, luciferase luminescence, 8 h; in the data active = inhibition above about 50%
EBV LMP1 NFkB – inhibitors of Epstein-Barr LMP1-induced NF-kappaB reporter; LMP1-induced NF-kappaB luciferase reporter cells, luminescence; inhibition, % at 12.5 µM; 0.69% of 350,000 active; AID 504558; in the data active = inhibition above about 41%;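 note: 0% = neutral control wells and 100% = reference inhibitor control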
SRC3 inh – inhibits human SRC3 coactivator. inhibition, % at 3.6 µM. AID 588352. 0.17% of 360,000 active. HEK293 GAL4-SRC3 luciferase reporter, luminescence. Q9Y6Q9;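 active = inhibition above a per-campaign cutoff, the mean of all compounds plus 3 SD, cut at about 60% in these data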;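 note: 0% = DMSO-treated cells and 100% = gossypol-treated cells at 36 µM; higher means less SRC3-driven luciferase light from the GAL4 reporter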
LRH-1 inv ag – NR5A2 inverse agonism in reporter assay; O00482; 0.13% of 360,000 active; inhibition, % at 3.6 µM; HEK293T StAR-luciferase reporter, LRH-1 transfected, 24 h; AID 602396;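 active = inhibition above the mean inhibition of all tested compounds plus 3 SD, cut at about 73% in these data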;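 note: 0% = DMSO wells and 100% = reporter-only cells lacking LRH-1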
TRAIL sens C8 – caspase-8 TRAIL sensitization; NB7+C8 cells + TRAIL, ATPlite viability luminescence; inhibition (viability loss, TRAIL sensitization), % at 10 µM; 1% of 360,000 active;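 active = compounds causing at least 50% loss of cell viability in the single-dose screen, relative to plate controls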
TROY signal inh – inhibitors of TROY-dependent NF-kB signaling. Q293 LMP1-TROYcd NF-kB luciferase reporter, 4 h. inhibition, % at 10 µM. 0.98% of 360,000 active. AID 1347056;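 active = compounds whose plate-normalised and pattern-corrected inhibition of the luciferase reporter signal at the single screening dose is 50% or more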
Numbers without * were called inactive; / = no result given.

SMILES | NOD2-RIPK2 inh | TLR9-MyD88 block | NCOA1 inh | SRC2 inh | COUP-TFII inh | TWEAK Fn14 block | EBV LMP1 NFkB | SRC3 inh | LRH-1 inv ag | TRAIL sens C8 | TROY signal inh
O=C(CN1CCN(S(=O)(=O)c2ccc(Cl)c(Cl)c2)CC1)N1CCCC1 | -8 | -14 | 4 | 4 | 5 | 7 | 1 | 1 | 7 | -14 | 7
CN(CC(=O)Nc1ccccc1Br)C(=O)c1ccccc1Cc1ccccc1 | 2 | -15 | 4 | -15 | 4 | -3 | -2 | 0 | -1 | 3 | -1
O=C(O)c1ccc(-c2cccc(Cl)c2)o1 | -21 | -2 | -10 | -24 | -4 | 1 | -12 | 13 | 5 | -1 | -6
COc1ccc(OC)c(CNC(=O)C2CCCN(c3ncnc4c3nc3n4CCCCC3)C2)c1 (stereo not drawn) | -13 | -27 | -1 | 12 | 19 | 13 | -10 | -18 | -24 | 12 | -16
Cc1n[nH]c(C)c1S(=O)(=O)N1CCc2ccccc2C1 | -3 | -5 | 9 | -22 | -5 | -17 | -8 | 22 | 8 | -4 | -19
Cc1ccc(N2CN=c3s/c(=C\c4ccccn4)c(=O)n3C2)cc1 | -9 | -7 | -27 | 9 | -17 | 11 | -8 | -8 | -12 | -1 | 43
CCOc1ccc(N(CC(=O)N2CCC(Cc3ccccc3)CC2)S(C)(=O)=O)cc1 | -9 | -5 | 2 | 15 | 28 | -6 | 6 | 11 | 7 | 9 | -34
Cc1ccc(C)c(OCC(=O)Nc2nonc2NC(=O)COc2cc(C)ccc2C)c1 | -6 | -9 | -10 | -23 | -5 | -16 | 1 | 4 | -18 | 8 | 3
CC(=O)Nc1ccc2nc(NC(=O)c3cccs3)sc2c1 | -9 | -8 | -102 | -56 | -57 | 40 | 11 | -77 | -185 | 31 | -13
CCCc1nc(N)c(C#N)c(N)c1C#N | -3 | -8 | 13 | -2 | -2 | 11 | 2 | -4 | 4 | -16 | 19
CC(C)C[C@@H](CN1C(N)=NC[C@@H]1C)NC(=O)CC12CC3CC(CC(C3)C1)C2 | -2 | 0 | -5 | 6 | 5 | 10 | -3 | -11 | 12 | -10 | 0
COc1cc(OC)cc(-c2c(-c3ccc(F)cc3)c3cc(-c4cccc5[nH]ccc45)ccc3n2C)c1 | -13 | 7 | 11 | 7 | 11 | -11 | 1 | -3 | 3 | 14 | -20
COCCNC(=O)CNC(=S)N(CCCN1CCOCC1)Cc1cccs1 | -5 | -4 | -19 | 3 | 6 | 9 | 3 | 3 | 3 | 3 | 4
CN(CC(=O)Nc1cccc2ccccc12)C(=O)c1ccc(F)cc1F | -11 | -10 | -3 | 1 | 16 | 5 | 1 | 18 | -9 | -14 | 4
CS(=O)(=O)c1nncn1-c1ccccc1 | 3 | -7 | 8 | -3 | 18 | -10 | -5 | -2 | 10 | -2 | -12
COc1cccc(C(=O)NCC(=O)N2CCC3(CC2)NCCc2[nH]cnc23)c1 | -18 | 2 | -39 | -18 | -10 | 5 | 0 | 4 | -1 | 5 | 0
C=CCn1c(=O)c2ccc(C(=O)NCc3ccccc3)cc2n(Cc2ccc(Cl)cc2)c1=O | -2 | -4 | -17 | -21 | -4 | -49 | -6 | -2 | 5 | 7 | -5
COc1ccc(Cl)cc1-c1cc(C(=O)NCc2cccs2)[nH]n1 | -7 | / | 9 | -9 | -3 | -5 | / | -26 | 11 | -7 | -9
CCOC(=O)C1CCCN(C(=O)COc2ccc(C(=O)c3ccc(F)cc3)cc2)C1 (stereo not drawn) | 2 | 6 | -4 | 1 | -5 | 29 | 2 | 10 | 6 | 33 | 20
Cc1cc(C)c(S(=O)(=O)Nc2nnc(C(C)C)s2)c(C)c1 | 11 | -5 | -11 | -7 | -14 | 10 | 7 | -17 | -7 | 7 | 3

Shown with two lines to a compound: entries from further up.
Values run as follows: NOD2-RIPK2 inh | TLR9-MyD88 block | NCOA1 inh | SRC2 inh | COUP-TFII inh | TWEAK Fn14 block | EBV LMP1 NFkB | SRC3 inh | LRH-1 inv ag | TRAIL sens C8 | TROY signal inh
> Cc1ccc(N2CN=c3s/c(=C\c4ccccn4)c(=O)n3C2)cc1
→ -9 | -7 | -27 | 9 | -17 | 11 | -8 | -8 | -12 | -1 | 43
> Cc1ccc(C)c(OCC(=O)Nc2nonc2NC(=O)COc2cc(C)ccc2C)c1
→ -6 | -9 | -10 | -23 | -5 | -16 | 1 | 4 | -18 | 8 | 3

Going on with the list.
SMILES | NOD2-RIPK2 inh | TLR9-MyD88 block | NCOA1 inh | SRC2 inh | COUP-TFII inh | TWEAK Fn14 block | EBV LMP1 NFkB | SRC3 inh | LRH-1 inv ag | TRAIL sens C8 | TROY signal inh
CCC(=O)Nc1nc(C)c(C(=O)N2CCCCC2)s1 | -9 | 0 | 6 | -5 | -8 | -3 | -2 | 16 | 3 | 0 | -4
COc1ccc(C(=O)n2nc(-c3ccc(OC)cc3)nc2N)cc1 | -7 | 1 | -13 | 9 | 2 | 28 | 16 | -1 | -4 | 7 | 4
O=C(CCNS(=O)(=O)c1ccc(Br)cc1)N1CCN(c2ccccc2O)CC1 | -15 | 6 | 4 | -16 | 12 | -1 | 9 | -15 | 11 | -1 | 5
COC(=O)c1cc(C(C)=O)c(C)[nH]c1=O | -4 | 4 | 0 | -15 | -1 | 2 | -3 | 13 | 0 | -3 | -15
COCCOC1CCN(C(=O)c2cc(COc3ccc(-n4cncn4)cc3)on2)CC1 | 1 | -1 | -9 | 5 | 3 | -5 | 0 | 13 | 7 | -8 | -32
CC(C)CNC(=O)CC(c1ccccc1)c1c(O)ccc2ccccc12 (stereo not drawn) | -5 | -2 | 16 | 30 | 10 | 12 | -3 | -14 | 4 | -8 | -3
CC(C)=CCC(C)(C)CNC(=O)NC1CCCCC1 | -1 | 8 | -15 | -53 | -4 | -26 | 5 | -14 | 8 | -11 | -33
Nn1c(SCC(=O)N2CCc3ccccc3C2)nnc1-c1cccs1 | -8 | -6 | -8 | 1 | -9 | -3 | 1 | -5 | 1 | 3 | 0
CCOc1cc(/C=C2/C(=N)N3C(=NC2=O)SN=C3S(=O)(=O)CC)ccc1OC(=O)c1ccco1 | -10 | -6 | -7 | 3 | -3 | -8 | -4 | -4 | 16 | -7 | -22
CCOc1ccc(NC(=O)CN2CCCC2c2cccs2)cc1S(=O)(=O)N1CCCCC1 (stereo not drawn) | 1 | -8 | -15 | 23 | -2 | 28 | 0 | -3 | 2 | 25 | 4
CCCCN1CC(C)(C)[C@H](CC(=O)Nc2ccc(Br)cc2)C1=O | 10 | 2 | -20 | 18 | 1 | 9 | 3 | 10 | -21 | -3 | -5
Cc1ccc2[nH]c3c(c2c1)CC/C(=C/c1ccccc1)C3=O | 5 | 7 | -52 | -11 | -34 | 0 | 2 | -37 | -33 | 21 | -46
CSc1ccc(/C=N/NC(=O)c2ccc3nc[nH]c3c2)cc1 | 0 | 0 | -33 | -35 | -23 | 8 | -1 | -8 | -17 | 27 | -51
Cc1ccc(S(=O)(=O)N2CCN(C(=O)COc3ccc(NC(=O)c4ccco4)cc3)CC2)cc1 | -11 | -1 | -19 | -20 | 4 | 10 | -2 | -28 | -11 | 4 | 3
Cc1nc(NCc2cccnc2)c2c3c(sc2n1)CC(C)CC3 (stereo not drawn) | 0 | -5 | -4 | -20 | -20 | -24 | -9 | 6 | 15 | -2 | -22
O=C(CN(C(=O)CCC(=O)Nc1ccccn1)c1ccccc1F)NCc1ccc2c(c1)OCO2 | 1 | 7 | 4 | 15 | 3 | -8 | -9 | 9 | -6 | -2 | -24
COc1ccc(S(=O)(=O)Nc2ccc(N3CCOCC3)cc2)cc1 | 2 | -2 | 18 | 14 | -5 | 12 | -10 | 11 | 10 | 25 | 2
O=C(C1CC1)N1CCc2cc(S(=O)(=O)NC3CCN(Cc4ccccc4)CC3)ccc21 | -6 | -3 | -16 | -12 | -5 | 15 | -13 | 8 | 15 | -1 | 17
Cc1ccc(S(=O)(=O)Nc2ccc(O)c3cccnc23)cc1 | -10 | -3 | 18 | 2 | 14 | 22 | 8 | 3 | 15 | 12 | 17
c1ccc2c(Nc3nc4c(s3)CCCC4)cccc2c1 | -6 | -8 | -40 | -49 | -41 | -13 | -23 | -18 | -20 | 0 | -43
COc1ccccc1/C=[N+](\[O-])C1SC(=S)N(C)C1(C)C (stereo not drawn) | 2 | -5 | 11 | 2 | -2 | -12 | -2 | 20 | 2 | -11 | -15
O=[N+]([O-])c1cccc(/C=C2\CCc3cnn(C4CCS(=O)(=O)C4)c32)c1 (stereo not drawn) | -13 | -4 | 2 | -12 | -9 | -16 | -4 | 4 | 5 | -8 | -10
Cc1ccc(C2=NS(=O)(=O)N(C)C(C(=O)Nc3cc(C)n(CC(=O)N4CCCCC4)n3)=C2)cc1 | -7 | -7 | -5 | -13 | -14 | -7 | 4 | -1 | -12 | 24 | -11
S=C(NCCc1cccc(Cl)c1)NCc1ccccc1 | -5 | -6 | -10 | / | / | -14 | -9 | 2 | -4 | -14 | -25
CCCCOc1ccccc1-c1cc(C(=O)O)[nH]n1 | -4 | -7 | 1 | -10 | -18 | -19 | 2 | 11 | 0 | -13 | -16
NCC(O)COc1ccc2c(c1)OCO2 (stereo not drawn) | 13 | -1 | 11 | -4 | -37 | 24 | -2 | 11 | 17 | 2 | 2
CNS(=O)(=O)c1cc(C(=O)OCC(=O)NC2CCCc3ccccc32)ccc1Cl (stereo not drawn) | -12 | -7 | -9 | 5 | 35 | -10 | -4 | 5 | 16 | 29 | 18
N#Cc1c(-c2ccco2)ccn(Cc2cccc(F)c2)c1=O | -4 | 7 | 11 | -2 | 31 | -9 | -4 | 15 | 11 | 1 | -11
Cc1nc(C(=O)NCCC(C)C)sc1C1(C)CC(c2ccccc2)=NO1 (stereo not drawn) | -13 | -2 | 9 | 13 | 0 | -30 | -1 | 1 | 6 | 7 | -1
CCc1nccn1S(=O)(=O)c1cccc([N+](=O)[O-])c1 | -2 | -15 | 10 | 2 | -4 | -4 | -5 | 21 | 6 | -8 | -12
O=C1N(S(=O)(=O)c2ccccc2F)C(=O)C2(CCCC2)N1S(=O)(=O)c1ccccc1F | -3 | 1 | -6 | -9 | 0 | 5 | -2 | 9 | -1 | -8 | -19
COC(=O)c1cnc(Nc2nc(CN)cs2)nc1C(F)(F)F | 2 | / | -19 | -39 | -1 | -9 | / | 3 | 6 | -8 | -14
COc1ccc(C(=O)Cc2ccccc2C(=O)O)cc1 | 0 | -8 | -19 | -9 | -10 | 10 | -2 | 14 | 3 | 8 | -15
CCCn1c(O)c2ccc(C(=O)N=NC(=O)c3cccnc3)cc2c1O | -7 | -11 | -4 | -1 | 13 | 20 | 4 | 0 | 13 | 9 | 2
COc1cc(Cl)c(S(=O)(=O)N2CCCC2)cc1Cl | -8 | 3 | 3 | 18 | 10 | -4 | -9 | 17 | 2 | 5 | 20
COc1ccc(NC(=S)N2CCN(C(=O)c3ccco3)CC2)cc1 | -10 | -4 | 2 | -11 | -7 | -8 | -3 | 7 | 2 | -8 | -7

Shown as tab-separated lines: entries from further up
smiles	NOD2-RIPK2 inh	TLR9-MyD88 block	NCOA1 inh	SRC2 inh	COUP-TFII inh	TWEAK Fn14 block	EBV LMP1 NFkB	SRC3 inh	LRH-1 inv ag	TRAIL sens C8	TROY signal inh
O=[N+]([O-])c1cccc(/C=C2\CCc3cnn(C4CCS(=O)(=O)C4)c32)c1 (stereo not drawn)	-13	-4	2	-12	-9	-16	-4	4	5	-8	-10
NCC(O)COc1ccc2c(c1)OCO2 (stereo not drawn)	13	-1	11	-4	-37	24	-2	11	17	2	2

These rows are one share of the data, so the mix of outcomes need not match the whole.
